# From PubChem
# EPAC1 antagonist: qHTS for Antagonist of cAMP-regulated guanine nucleotide exchange factor 3 (EPAC1): primary screen | Rap guanine nucleotide exchange factor 3 (Homo sapiens), O95398 | EPAC1 GEF assay, Rap1b-BODIPY-GDP exchange fluorescence | Potency, µM (titrated, usually from 115 µM), inactives show top-dose activity change, negative = inhibition, usual class: inhibitors | 360,000 compounds, 0.14% hits;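 also: potency is read from the fitted curve at half-maximal effect; plate controls were vehicle for no effect and positive control for full effect; nearly all actives have a fitted effect of over 50% in size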
# IL2 activator: qHTS of IL-2 Activators; IL-2 activation reporter assay, cell-based qHTS; stimulated with anti-CD3/CD4/CD28 beads; in transgenic mouse T cells; activation, % (series mostly up to about 46 µM); 360,000 compounds, 0.065% hits; AID 652025, 2013; in the data active = activation above about 50%; inconclusive = mostly about 30% to 49%; also: 0% is about no effect
#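 Unstimulated transgenic mouse T cells preincubated 60 min with compound, then stimulated with anti-CD3/anti-CD4-coated beads plus anti-CD28 for 18 h at 37 degrees C. IL-2 response read as EGFP and DsRed fluorescence by plate cytometry.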
# GLP1R ag: qHTS of GLP-1 Receptor Agonists; Glucagon-like peptide 1 receptor (Homo sapiens), P43220; HEK293 GLP-1R CRE-luciferase, luminescence, 4-6 h; cells express a hypersensitive GLP-1R form; Potency, µM (top dose mostly 45.6 µM), without a hit: at the highest dose activation, actives largely listed as activators; 380,000 compounds, 0.007% hits; AID 624172, 2012; also: potency is read from the fitted curve at half-maximal effect; % of control where 0% means no effect
# PTHR1 ag: qHTS for PTHR1 Agonists: Primary Screen; HEK293 GP2 PTHR1 cells, GloSensor cAMP luminescence, 1 h; Parathyroid hormone/parathyroid hormone-related peptide receptor (Homo sapiens), Q03431; AID 743266, 2014; Potency, µM (doses to about 115 µM), without a hit: at the top dose activation, actives largely listed as activators; 410,000 compounds, 0.075% hits; also: potency is read from the fitted curve at half-maximal effect; nearly all actives have a fitted effect of over 55% in size; some results filed as inactive show a strong effect at the top dose; inactives centre near -15; many of its hits are not listed in these tables
#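 HEK-293-derived GP2 cells expressing PTHR1 and a GloSensor cAMP reporter, 3,000/well, plated overnight, given luciferin plus IBMX (each 0.5 mM as added) for 1 h at 37 °C, then compound for 1 h at 37 °C. Luminescence was read after 15 min at room temperature.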
# PI5P4K alpha inh: qHTS for Inhibitors of phosphatidylinositol 5-phosphate 4-kinase (PI5P4K). Phosphatidylinositol 5-phosphate 4-kinase type-2 alpha (Homo sapiens), P48426. PI5P4Kalpha enzyme, ADP-Glo luminescence, 60 min; active compounds read low. max response, %. 330,000 compounds, 1.2% hits. AID 652105, 2013; active = max response of -50% or lower; inconclusive = between -30% and -50%; inactive = -30% or higher; also: value at the top dose of about 77 µM; % is scaled to controls: 0 for no effect and ±100 for the full control effect
# Target sequence (P48426 whole entry, looked up): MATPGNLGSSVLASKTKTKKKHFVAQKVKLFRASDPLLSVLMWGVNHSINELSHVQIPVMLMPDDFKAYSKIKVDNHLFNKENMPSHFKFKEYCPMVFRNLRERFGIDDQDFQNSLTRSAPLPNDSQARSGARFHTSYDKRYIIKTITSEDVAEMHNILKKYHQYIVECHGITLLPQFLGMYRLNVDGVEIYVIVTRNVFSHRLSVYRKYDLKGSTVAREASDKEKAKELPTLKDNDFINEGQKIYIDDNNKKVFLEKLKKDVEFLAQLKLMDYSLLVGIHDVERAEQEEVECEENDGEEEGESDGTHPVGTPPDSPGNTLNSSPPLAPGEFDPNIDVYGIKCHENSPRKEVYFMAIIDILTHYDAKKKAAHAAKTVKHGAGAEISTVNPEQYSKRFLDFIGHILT
#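 Enzyme plus substrate dispensed, test compounds pinned in, then ATP (5 microM final) added. After 60 min at RT, ADP-Glo reagent 1 for 45 min and reagent 2 for 30 min preceded luminescence imaging.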
# GLP-1R inv ag: qHTS of GLP-1 Receptor Inverse Agonists (Inhibition Mode) | Glucagon-like peptide 1 receptor (Homo sapiens), P43220 | HEK293 GLP-1R CRE-luciferase, luminescence, 24 h; GLP-1R form is constitutively active | Potency, µM (top dose mostly 38.3 µM), without a hit: at the highest dose activity change, negative = inhibition, most hits filed as inhibitors | 410,000 compounds, 1.6% hits | AID 624417, 2012; also: potency is read from the fitted curve at half-maximal effect; % is scaled to controls: 0 for no effect and ±100 for the full control effect; nearly all actives have a fitted effect of over 55% in size
#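 Inverse agonism was detected as reduced cAMP-driven luciferase luminescence after 24 h compound treatment. The cells were HEK293 clones expressing constitutively active human GLP-1R with the reporter. Reporter-only and GPR119 cell lines served as counterscreen controls.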
# HEK293 tox: qHTS of GLP-1 Receptor Inverse Agonists: Cytotox Screen; HEK293 cAMP-luciferase reporter cells, luminescence, 24 h; Potency, µM (top dose mostly 38.3 µM), without a hit: top-dose activity change, negative = inhibition, usual class: inhibitors; 410,000 compounds, 0.13% hits; AID 624418, 2012;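 also: loss of luciferase light is scored as toxicity; potency is read from the fitted curve at half-maximal effect; % is scaled to controls: 0 for no effect and ±100 for the full control effect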
#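 Step one: seed cells (200 cells/uL, DMEM with 10% Nu serum, 1% pen-strep). Step two: 12-hour incubation at 37 deg C. Step three: pin 23 nL compound, incubate 24 hr. Step four: add luciferase reagent, read luminescence 12 min later.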
# PLK1 PBD inh: qHTS for Inhibitors of PLK1-PDB (polo-like kinase 1 - polo-box domain): Primary Screen | 360,000 compounds, 2.8% hits | Serine/threonine-protein kinase PLK1 (Homo sapiens), P53350 | Potency, µM, without a hit: max response, negative = inhibition, most hits filed as inhibitors | Plk1 PBD binding of FITC phosphopeptide, fluorescence polarization; also: potency is read from the fitted curve at half-maximal effect; series mostly up to about 57 µM; % is scaled to controls: 0 for no effect and ±100 for the full control effect; nearly all actives have a fitted effect of over 65% in size
# Target sequence (P53350 whole entry, looked up, the tested form may be a part): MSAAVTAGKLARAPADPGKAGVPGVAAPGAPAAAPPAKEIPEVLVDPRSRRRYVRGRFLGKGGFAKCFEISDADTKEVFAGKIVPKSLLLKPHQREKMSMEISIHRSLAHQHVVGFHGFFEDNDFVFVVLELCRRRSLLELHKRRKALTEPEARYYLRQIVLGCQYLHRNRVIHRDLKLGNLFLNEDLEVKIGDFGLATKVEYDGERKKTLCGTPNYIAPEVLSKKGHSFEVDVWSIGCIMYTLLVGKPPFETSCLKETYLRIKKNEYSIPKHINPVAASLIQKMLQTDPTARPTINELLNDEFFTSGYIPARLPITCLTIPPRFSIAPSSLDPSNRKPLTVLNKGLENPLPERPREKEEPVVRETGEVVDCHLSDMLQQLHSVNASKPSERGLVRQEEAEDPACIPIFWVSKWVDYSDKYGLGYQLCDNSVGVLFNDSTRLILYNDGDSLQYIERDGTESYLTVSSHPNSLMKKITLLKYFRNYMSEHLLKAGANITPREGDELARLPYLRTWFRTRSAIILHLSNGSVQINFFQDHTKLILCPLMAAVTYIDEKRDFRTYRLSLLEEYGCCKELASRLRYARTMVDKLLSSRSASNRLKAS
# EPAC1 agonist: qHTS for Agonist of cAMP-regulated guanine nucleotide exchange factor 3 (EPAC1): primary screen; AID 720707, 2013; EPAC1 agonist qHTS, biochemical assay; response scale: 100% = response to 6.5 mM cAMP; Rap guanine nucleotide exchange factor 3 (Homo sapiens), O95398; Potency, µM (titrated, usually from 154 µM), for the others: top-dose activation, hits mostly activators; 360,000 compounds, 0.073% hits; also: potency is read from the fitted curve at half-maximal effect; nearly all actives have a fitted effect of over 60% in size
#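 EPAC1 100 nM, Rap1B–BODIPY-GDP 250 nM, unlabeled GDP 50 uM; compound titration; 5 min RT; kinetic read ex480/em540 at 5-min intervals ×30 min; data normalized to 6.5 mM cAMP agonist control.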
# An asterisk follows results filed as active; i = inactive; ? = inconclusive; . = no result given; & = joins results of further samples; [ ] = another dose, or the depositor's remark. Unless noted, calls follow the shape of the dose curve; as a rule, active = well fitted curve in the direction sought with a large enough effect; inconclusive = small, poorly fitted or top-dose-only effect, or another doubt; inactive = no such curve, though single readings can be large; an effect the other way counts as inactive or inconclusive. A portion of the library, so the mix of outcomes need not match the whole.
compound,EPAC1 antagonist,IL2 activator,GLP1R ag,PTHR1 ag,PI5P4K alpha inh,GLP-1R inv ag,HEK293 tox,PLK1 PBD inh,EPAC1 agonist
CCOc1ccc(NC(=O)C2CCCN2C(=O)Oc2ccccc2)cc1 (stereo not drawn),-38%,-0.6,1%,21%,1,9%,0%,-14%,-10%
COC(=O)NCC(c1ccc2c(c1)OCO2)N1CCN(c2ccccc2)CC1 (stereo not drawn),5%,14,5%,i,9,-26%,-10%,-11%,3%
COc1ccc(NC(=O)CN2C(=O)COc3ccc(S(=O)(=O)N4CCCCCC4)cc32)cc1,9%,0.7,-6%,-8%,-4,?,-36%&-11%,3%,-3%
Cc1ccc(N2CC(C(=O)Nc3ccc(N4CCOCC4)cc3)CC2=O)cc1C (stereo not drawn),5%,-2.7,7%,-7%,-12,10%,0%,-6%,-2%
CCCc1nnc(NC(=O)CNc2ccc(F)cc2)s1,2%,0.2,-14%,i,-3,-5%,-18%,4%,-6%
COc1ccccc1NC(=O)CNC(=O)c1ccc(Br)o1,-6%,-0.1,3%,i,-1,-1%,5%,-16%,7%
CC(O)CCC(=O)NCCNC(=O)CCC(C)O (stereo not drawn),-3%,-3.2,-11%,i,1,6%,-9%,11µM*,-3%
O=C(O)c1cccc2c1-c1c(cccc1[N+](=O)[O-])C2,-4%,-0.5,1%,i,7,0%,-3%,-2%,-8%
CC(C)c1ccc(/C=C/C(=O)CCC(=O)O)cc1,18%,-4.8,-4%,-50%[inhibitor],-4,-41%,-7%,-2%,-8%
O=C(CNCCC1=CCCCC1)Nc1ccccc1N1CCCCC1,-10%,-2.1,4%,-1%[57.5 µM],.,?,-22%,-9%,9%
Cc1ccc(C)c(S(=O)(=O)n2cnc3ccccc32)c1,4%,-1.0,4%,?,.,0%,9%,1%,5%
CC(=O)N1CC=C2C(C#N)=C(N)C(C#N)(C#N)C(CCc3ccccc3)C2C1 (stereo not drawn),-2%,0.4,-20%,i,-12,15%,24%,27µM*,20%
O=[N+]([O-])c1cccc(-c2ccc(/C=N/Nc3nc(N4CCCCC4)nc(N4CCCCC4)n3)o2)c1,1%,-4.9,-4%,-22%,-2,?,-5%,1%,4%
COC(=O)c1c(-c2ccccc2)noc1C,-10%,-5.2,4%,i,-1,5%,-2%,-11%,10%
Oc1ccc(-c2cccc(-c3ccc(O)cc3)n2)cc1,4%,2.2,10%,i,0,0%,-5%,-14%,14%
CCN(CC)S(=O)(=O)c1ccc(NC(=O)c2cc(-c3cccs3)nc3ccccc23)cc1,-3%,-3.5,-12%,i,7,-4%,12%,-11%,6%
O=C(c1cc(Br)c[nH]1)N1CCCCC1,5%,-0.3,1%,-40%[inhibitor],1,12%,-3%,-8%,1%
CCCn1c(SCC(=O)Nc2cccc(C)n2)nc2c1c(=O)n(C)c(=O)n2C,8%,-0.9,-1%,-16%,5,1%,3%,?,-8%
CN1CCN(NC(=O)c2cc(S(=O)(=O)N3CCOCC3)c(Cl)cc2Cl)CC1,-22%,-1.5,-3%,-25%,3,8%,-6%,-7%,2%
CC(=O)N1CN(CCCn2ccnc2)Cc2c1sc1c2CCCC1,0%,0.1,?,i,10,-3%,16%,?,-2%

# 2 entries picked at random from those above:
compound,EPAC1 antagonist,IL2 activator,GLP1R ag,PTHR1 ag,PI5P4K alpha inh,GLP-1R inv ag,HEK293 tox,PLK1 PBD inh,EPAC1 agonist
O=[N+]([O-])c1cccc(-c2ccc(/C=N/Nc3nc(N4CCCCC4)nc(N4CCCCC4)n3)o2)c1,1%,-4.9,-4%,-22%,-2,?,-5%,1%,4%
COC(=O)NCC(c1ccc2c(c1)OCO2)N1CCN(c2ccccc2)CC1 (stereo not drawn),5%,14,5%,i,9,-26%,-10%,-11%,3%

# 4 compounds from above with just EPAC1 antagonist and PLK1 PBD inh:
SMILES | EPAC1 antagonist | PLK1 PBD inh
CCCc1nnc(NC(=O)CNc2ccc(F)cc2)s1 | 2% | 4%
COc1ccccc1NC(=O)CNC(=O)c1ccc(Br)o1 | -6% | -16%
CC(O)CCC(=O)NCCNC(=O)CCC(C)O (stereo not drawn) | -3% | 11µM*
O=C(O)c1cccc2c1-c1c(cccc1[N+](=O)[O-])C2 | -4% | -2%

# (more compounds)
compound,EPAC1 antagonist,IL2 activator,GLP1R ag,PTHR1 ag,PI5P4K alpha inh,GLP-1R inv ag,HEK293 tox,PLK1 PBD inh,EPAC1 agonist
O=C(O)Cc1ccc(N2N=C(c3ccccc3)CC2=O)cc1,4%,0.1,-1%,-8%,-4,7%,-4%,-15%,0%
Cc1cc(C)cc(N(CC(=O)NCc2ccco2)S(=O)(=O)c2ccccc2)c1,-6%,1.2,16%,17%,-8,?,-2%,-11%,5%
CCCn1c(N)c(C(=O)CSc2nnnn2-c2ccc(O)cc2)c(=O)n(C)c1=O,11%,0.9,6%,i,0,18%,-14%,-5%,-1%
COc1cccc(CNC(=O)[C@@H]2CCCN2C(=O)[C@H]2CCCCN2C(=O)c2ccccc2C)c1,-2%,0.0,-3%,i,2,22%,0%,-3%,11%
COc1ccc(C(=O)OCC(=O)NC23CC4CC(CC(C4)C2)C3)c(O)c1,-8%,-3.8,0%,-72%[inhibitor],-13,?,-10%,-1%,15%
CC(C)NC(=O)c1ccc(NC(=O)CC2SC(N3CCCC3)=NC2=O)cc1 (stereo not drawn),6%,0.5,5%,i,-5,17%,-1%,4%,10%
CN(CC(=O)Nc1ccc(Cl)c(C(F)(F)F)c1)C(=O)C1CCN(C(=O)c2ccc(Cl)cc2)CC1,-23%,0.1,-4%,-43%[inhibitor],10,?,?,-2%,-9%
O=C(NCCOC(=O)C1COc2ccccc2O1)C1COc2ccccc2O1 (stereo not drawn),7%,-2.4,-5%,i,.,3%,1%,2%,-1%
C/C(=N\NC(=O)C1COc2ccccc2O1)c1cccs1 (stereo not drawn),2%,-2.5,-1%,-6%[57.5 µM],.,0%,7%,-2%,-4%
Cc1cccc(CC(=O)Nc2cc(=O)n(C)c(=O)n2C)c1,5%,1.5,-2%,i,8,14%,9%,-6%,-13%
COc1cccc(NS(=O)(=O)c2ccc3c(c2)C2C=CCC2C(c2ccc(C(=O)O)cc2)N3)c1 (stereo not drawn),50µM*,-0.1,-15%,i,-66*,-10%,-1%,?,-7%
O=C1C2C3C=CC(C4CC34)C2C(=O)N1c1ccc2c(c1)OCO2 (stereo not drawn),-2%,-1.8,11%,i,-15,?,-3%,-16%,6%
O=C(CN1C(=O)c2cccnc2Oc2ccc(Cl)cc21)NC1CCCC1,-9%,-3.3,-2%,i,5,15%,-4%,-6%,-6%
NC(=O)c1ccc(-n2nnnc2SCC(=O)NC2CCCCC2)cc1,-25%,-2.7,3%,21%,0,9%,12%,-9%,2%
CCC/C(=N\NC(=O)Cc1csc(N2CCOCC2)n1)c1ccccc1,18%,0.0,-1%,10%,-5,9%,7%,1%,9%
CCn1c(CNC(=O)c2ccccc2Br)nnc1SCC(=O)Nc1nncs1,1%,-1.2,3%,3%,-14,10%,-6%,-15%,-1%
Cc1cc(NC(=O)c2sc(Nc3ccc(F)cc3)nc2N)no1,13%,-1.7,10%,i,-54*,?,-2%,-6%,-8%
CCOc1cc(CNc2ccc(O)cc2)ccc1OCc1ccc(Cl)cc1Cl,?,-2.2,10%,-62%[inhibitor],-7,?,?,-21%,0%
O=C(COC(=O)/C=C/c1ccc(Cl)cc1Cl)NCCC1=CCCCC1,-15%,-2.0,0%,i,4,5%,23%,-3%,5%
CCNS(=O)(=O)c1ccc(CCC(=O)NCCC2=CCCCC2)cc1,12%,1.9,-3%,i,4,-28%,-11%,-17%,6%

# Carrying on:
# Results follow in this order: EPAC1 antagonist | IL2 activator | GLP1R ag | PTHR1 ag | PI5P4K alpha inh | GLP-1R inv ag | HEK293 tox | PLK1 PBD inh | EPAC1 agonist
Cc1cccc(NC(=O)C2(c3cccs3)CCOCC2)n1
    5% | -0.2 | 2% | -17% | -9 | 11% | 10% | -4% | -2%
Cc1ccc(C(C)C)c(OCC(=O)Nc2ccc(Cl)cn2)c1
    6% | -3.2 | -5% | i | 19 | -21% | 23% | -4% | 3%
O=C(O)c1ccccc1SCc1cn2cc(Br)ccc2n1
    -8% | -3.0 | -3% | -90%[inhibitor] | -6 | ? | 2% | -11% | -18%
CCOc1ccc(NC(=O)CN(Cc2ccccc2)S(C)(=O)=O)cc1
    3% | 0.0 | 3% | i | 2 | -24% | -8% | 0% | 1%
OC[C@@H]1CC[C@@H](Cc2ccc(-c3ccccc3)cc2)O1
    -8% | -0.6 | 4% | -30% | -5 | ? | 3% | -11% | -3%
Oc1ccccc1-c1nnco1
    4% | 0.0 | -1% | -3% | 1 | 15% | -8% | -2% | -1%
